# Bioassay records deposited in PubChem by Southern Research Specialized Biocontainment Screening Center.
# VEEV TC-83 Vero = inhibitors of VEEV TC-83 cytopathic effect, confirmation, Vero cells (AID 588727); one-dose inhibition, % at 20 µM; IC50 in µM for titrated hits; Vero cells, VEEV TC-83 cytopathic effect inhibition; higher % means a stronger effect; 0.13% of 350,000 active; in the data active = a potency from the dose series; inconclusive = inhibition mostly from about 14% at the one dose, without a potency; inactive = the rest, 99 in 100 with inhibition below about 12%; also: strong numbers were not always called active
# Salmonella PhoP GFP = Inhibition of PhoP regulon, Salmonella typhi GFP reporter cells, confirmation, 4 h (AID 1850); Salmonella Typhi PhoP-promoter GFP reporter, fluorescence, 4 h; higher % means a stronger effect; inhibition, % at 50 µM, or IC50 in µM where a hit was titrated; 0.33% of 310,000 active; in the data active = a potency from the dose series; inconclusive = inhibition mostly from about 25% at the one dose, without a potency; inactive = the rest, 99 in 100 with inhibition below about 19%;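 also: 0% = induced wells with vehicle and 100% = uninduced wells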
# H1N1 NS1A inhibition = H1N1 influenza NS1A inhibitors, functional cell based assay (AID 504329); NS1A functional cell-based assay, percent inhibition; higher % means a stronger effect; one-dose inhibition, % at 12.5 µM; IC50 in µM for titrated hits; 0.3% of 340,000 active; in the data active = a potency from the dose series; inconclusive = inhibition above about 27% without an active follow-up result; also: strong numbers were not always called active
# M. tuberculosis = growth inhibition of non-replicating M. tuberculosis (AID 488890); Mycobacterium tuberculosis non-replicating, growth inhibition; higher % means a stronger effect; 0.39% of 320,000 active; one-dose inhibition, % at 25 µM; IC50 in µM for titrated hits; in the data active = a potency from the dose series; inconclusive = inhibition mostly from about 82% at the one dose, without a potency; inactive = the rest, 99 in 100 with inhibition below about 76%;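 also: plate controls were DMSO cells for no effect and high antibiotic wells for full effect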
# H37Rv inhibition = M. tuberculosis growth inhibition, HTS (AID 449762) | M. tuberculosis H37Rv growth inhibition, 7H9 media; higher % means a stronger effect | inhibition, % at 25 µM; hits with a dose series show IC50 in µM | 0.59% of 330,000 active; in the data active = a potency from the dose series; inconclusive = inhibition above about 70% without an active follow-up result;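 also: bacterial growth assessed after seven days of incubation; strong numbers were not always called active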
# VEEV TC-83 Vero 10K pilot screen = also measured in VEEV TC-83 Vero; calls as there; inhibition, %; measured here: 10K pilot screen inhibition
# Starred values were filed as active, the others as inactive; i = inactive; ? = inconclusive; nt = no result given; & = joins results of further samples.
SMILES,VEEV TC-83 Vero,Salmonella PhoP GFP,H1N1 NS1A inhibition,M. tuberculosis,H37Rv inhibition,others
CN(C1CCCCC1)S(=O)(=O)c1cc2c(cc1Cl)NC(=O)CO2,5.9%,1.0%,0.7%,75.6%,1.0%,
Cc1ccc(OCCN2C(=O)CSC2=O)cc1,i,-3.4%,-4.6%,5.4%,-0.7%,
CCN1C(=O)/C(=C/c2c(C)nn(C)c2C)SC1=S,0.9%,-9.4%,-3.3%,-0.1%,6.3%,
CSc1ncccc1C(=O)OCC(=O)NCc1ccccc1,1.7%,nt,-17.0%,7.3%,-3.3%,
Cc1ccccc1OCCn1c(=S)[nH]c2c(N)ncnc21,0.1%,-4.5%,20.9%,-6.3%,-2.1%,
COc1ccccc1NC(=O)CN1CCN(CC(=O)Nc2ccc(C)c(F)c2)CC1,2.4%,-0.5%,20.4%,25.1%,?,
CC(C)CCN1CCN(Cc2cnc(N3CCCC3)s2)CC1CCO (centres undefined),1.4%,8.9%,1.6%,9.0%,-5.5%,
CC(=O)c1cn(C)c(=O)[nH]c1=O,i,11.2%,nt,-5.9%,0.6%,
COc1cccc(NC(=O)CN(C)C(=O)c2cc(-c3ccccc3)nc3ccccc23)c1,8.2%,-2.5%,-0.3%,17.6%,42.2%,
Clc1cccc(CN2CCN(c3nc4nonc4nc3NC3CC3)CC2)c1,1.3%,-7.7%,-3.3%,25.3%,12.7%,
O=c1[nH]cncc1OCc1ccccc1,1.0%,nt,-23.5%,nt,nt,
CCOc1ccc2nc(NS(=O)(=O)c3cccs3)sc2c1,1.1%,-4.4%,-1.5%,41.8%,-3.1%,
CCN(CC)S(=O)(=O)c1ccc(C(=O)Nc2nnc(NC(=S)Nc3ccccc3)s2)cc1,6.9%,15.9%,10.5%,-7.7%,-2.6%,
c1ccc(-c2cc3ccccc3cn2)cc1,5.9%,nt,-27.6%,8.8%,12.7%,
C=CCOc1ccc(C(=O)N(Cc2ccc(N(C)C)cc2)C2CCS(=O)(=O)C2)cc1 (centres undefined),0.3%,1.3%,17.5%,-4.4%,-2.9%,
CCCCn1c(N)c(N(CCC(C)C)C(=O)COC(=O)c2sccc2C)c(=O)[nH]c1=O,1.2%,nt,-6.7%,-32.9%,-3.0%,
Oc1ccc(C[C@@H]2CNCCN2CCc2cccc(F)c2)cc1,i,-0.5%,-4.9%,14.6%,6.2%,
O=C(c1ccc(-n2cnnn2)cc1)N(C1CCCCC1)C1CCCCC1,i,0.8%,-2.8%,-4.4%,0.7%,
CCCc1nc2ccccc2c(C(=O)O)c1CC,i,-1.2%,1.3%,-8.3%,2.6%,
Cc1cccc(CN2CCCN(Cc3ccc(Cl)cc3)S2(=O)=O)c1,1.7%,-1.5%,-2.5%,21.7%,5.4%,
CCc1c(C)nc2[nH]nc(-c3ccccc3)n2c1=O,4.1%,7.3%,-10.9%,12.3%,6.7%,
OCCCCO,2.6%,nt,1.7%,-0.8%,-6.4%,
CCOC(=O)c1sc(=NC(=O)c2ccc(S(=O)(=O)N(C)c3ccccc3)cc2)n(C)c1C,1.1%,-8.4%,-19.5%,8.7%,-0.5%,
COCCN(C(=S)Nc1cccc(OC)c1)C1CCN(C(C)=O)CC1,2.3%,0.0%,-9.7%,-6.8%,-1.8%,
COc1ccc(C(=O)NCCc2nnc3ccc(SCC(=O)NCc4ccccc4)nn23)cc1,1.9%,-2.6%,0.9%,-10.1%,-2.4%,

# The list goes on, overlapping the part above by 3 compounds.
SMILES,VEEV TC-83 Vero,Salmonella PhoP GFP,H1N1 NS1A inhibition,M. tuberculosis,H37Rv inhibition,others
CCOC(=O)c1sc(=NC(=O)c2ccc(S(=O)(=O)N(C)c3ccccc3)cc2)n(C)c1C,1.1%,-8.4%,-19.5%,8.7%,-0.5%,
COCCN(C(=S)Nc1cccc(OC)c1)C1CCN(C(C)=O)CC1,2.3%,0.0%,-9.7%,-6.8%,-1.8%,
COc1ccc(C(=O)NCCc2nnc3ccc(SCC(=O)NCc4ccccc4)nn23)cc1,1.9%,-2.6%,0.9%,-10.1%,-2.4%,
Cc1ccc(NC(=S)NN(C)c2cc(C)nc(C)n2)cc1,0.8%,-10.9%,-1.6%,3.4%,-1.3%,
O=C(CSc1ncccc1-c1nc2ccccc2[nH]1)NC1CC1,3.8%,12.9%,-8.8%,-9.8%,-1.2%,
Cn1cccc1C(=O)NCC1CCCCC1,2.2%,0.3%,10.1%,46.1%,-2.0%,
Cc1ccc(C2=[N+]([O-])C3(CCCCC/C3=N\O)N(O)C2(C)C)o1 (centres undefined),0.9%,-1.3%,-3.8%,22.8%,5.9%,
COc1ccc(NC(=O)CN(C)C(=O)Cc2c[nH]c3ccccc23)cc1,0.9%,nt,-6.3%,15.2%,3.4%,
CC(C(=O)NCc1ccccc1)N1C(=O)CN(C)C(=O)c2ccccc21 (centres undefined),i,3.6%,3.6%,3.0%,2.9%,
Cn1c(=O)c(-c2ccccc2[N+](=O)[O-])c(Cl)c2ccccc21,1.1%,-4.7%,2.7%,53.7%,13.7%,
O=C(C1CCC(=O)N1Cc1ccccc1Cl)N1CCN(c2cccc(Cl)c2)CC1 (centres undefined),i,-2.7%,-3.0%,3.4%,8.8%,
COc1ccc(CCN2C(=O)NC(NC(=O)C(C)(C)C)(C(F)(F)F)C2=O)cc1OC (centres undefined),i,-4.1%,-2.4%,0.9%,-2.6%,
O=C(NCc1ccco1)c1ccccc1NS(=O)(=O)c1ccc(Br)s1,i,-17.7%,3.8%,29.2%,-12.8%,VEEV TC-83 Vero 10K pilot screen=1.9
C=CC1=CCN(S(=O)C(C)(C)C)[C@@H]1CCO (some centres undefined),i,nt,-10.0%,nt,nt,
Cc1ccc(OCCNC(=O)CCc2ccccc2)cc1C,0.3%,-2.3%,10.7%,56.8%,-0.9%,
O=c1c2ccccc2ncn1CCCCOc1ccc(Br)cc1,1.6%,1.0%,-10.8%,2.8%,8.7%,
COc1ccccc1CNC(=O)c1cn(C)c2ccc(S(=O)(=O)N3CCCC3)cc2c1=O,0.2%,-7.5%,-10.3%,4.1%,4.0%,
CSc1nccc(NC(=O)c2ccc(C(C)(C)C)cc2)n1,i,-2.2%,-8.8%,73.5%,61.3%,
Cc1cc(OCC(=O)Nc2ncn[nH]2)ccc1Cl,i,nt,18.4%,30.6%,-5.9%,
O=S(=O)(N/N=C/c1ccc2c(c1)OCO2)c1ccc(Br)cc1,4.8%,-3.5%,-10.1%,3.4%,-6.3%,
COc1ccc(Nc2nc(C)nc3sc4c(c23)CCC4)cc1O,1.5%,4.8%,nt,-1.6%,1.9%,
Cc1[nH]nc2c1C(=O)CCC2,0.4%,7.8%,4.2%,-3.4%,-7.3%,
C/C(=C\C(=O)C(F)(F)F)Nc1ccc(C)cc1,i,-10.5%,-1.0%,2.5%,-8.1%,
CC(C)CN(C(=O)COC(=O)Cc1ccc(Cl)cc1)c1c(N)n(Cc2ccccc2)c(=O)[nH]c1=O,0.8%,10.4%,-1.4%,-5.3%,-6.1%,
O=C(O)c1ccc(-n2nnnc2SCc2cccc(Br)c2)cc1,0.5%,10.6%,-17.9%,-5.6%,-3.6%,
COc1ccc(O)c(C(=O)c2cc(C#N)c(=O)n(-c3c(C)n(C)n(-c4ccccc4)c3=O)c2)c1,1.5%,-5.2%,1.4%,nt,-3.2%,VEEV TC-83 Vero 10K pilot screen=6.2
O=C(Nc1ccc(F)cc1F)N1CCC(c2nc3ccccc3o2)CC1,0.3%,6.6%,-25.9%,0.1%,4.5%,
COc1ccccc1CNCC(=O)Nc1cc(S(=O)(=O)N2CCCCCC2)ccc1Cl,0.6%,-6.3%,2.8%,17.8%,9.4%,
# Next results.
SMILES,VEEV TC-83 Vero,Salmonella PhoP GFP,H1N1 NS1A inhibition,M. tuberculosis,H37Rv inhibition,others
CC(C)(C)C(=O)NCCCc1nc2ccccc2n1CCCOc1ccc(Cl)cc1,6.4%,-5.6%,-7.4%,28.8%,27.9%,
COc1cc(Cl)c(C)cc1NC(=O)CSc1cc(Cl)ccc1Cl,0.0%,-5.7%,-0.8%,20.9%,0.7%,
C[C@H](NC(=O)c1ccco1)C(=O)Nc1cc(S(=O)(=O)N2CCCC2)ccc1OCC(F)(F)F,0.4%,nt,-2.1%,5.7%,-3.5%,
C=CCn1cc(C(=O)NCCOC)c(=O)c2cc(S(=O)(=O)N(CC)CC)ccc21,i,2.1%&-1.4%,-0.4%,-8.1%,-27.9%,
CCN1CCN(c2nc(-c3ccncc3)nc3ccccc23)CC1,nt,0.8%,nt,-15.8%,3.0%,
Cc1occc1C(=O)N/N=C/c1ccc(N(C)C)cc1,i,10.9%,8.0%,2.7%,5.4%,
CC1(C)C(=O)Nc2ccccc2N1C(=O)c1ccc([N+](=O)[O-])cc1,1.3%,3.1%,0.7%,-0.7%,20.3%,
O=C(CN1c2ccccc2S(=O)(=O)c2ccccc21)NCc1ccc(F)cc1,i,-26.2%,-3.0%,9.4%,6.7%,
CCn1c(-c2cc(-c3ccc(C)c(C)c3)nc3ccccc23)n[nH]c1=S,nt,2.1%,nt,-9.5%,22.9%,
CCN1/C(=C/c2ccc3cc(C)ccc3[n+]2C)Sc2ccc3sccc3c21,0.8%,nt,21.6%,nt,nt,
CC(Cc1ccsc1)NC(=O)CCc1nnc(COc2ccccc2)o1 (centres undefined),0.4%,-5.7%,1.5%,4.0%,-12.3%,
COc1ccc(-c2cc(C(=O)OCC(=O)c3c(N)n(C)c(=O)n(C)c3=O)c3ccccc3n2)cc1,9.2%,0.0%,-6.6%,10.1%,1.3%,
CC(=O)c1ccc(NC(=O)CCn2c(=O)oc3ccccc32)cc1,3.9%,-5.0%,-7.7%,-8.7%,nt,
COc1cc(CCN2C(=O)N[C@@H](c3cccc(C(F)(F)F)c3)C(C(C)=O)=C2C)cc(OC)c1OC,nt,0.4%,nt,11.4%,5.8%,
CCCc1cc(=O)[nH]c(SCC(=O)NCCCC(=O)OCC)n1,0.0%,5.9%,11.4%,-11.9%,-3.7%,
CN(Cc1ccccc1)c1ncnc2c1cnn2-c1ccccc1,i,-4.1%,-4.3%,31.1%,67.6%,
O=C1NC(=O)C(=Cc2cc(Cl)ccc2OCc2ccc(C(=O)O)cc2)C(=O)N1,1.2%,-27.1%,0.4%,19.1%,1.8%,
NNC(=O)COc1ccc(C(F)(F)F)cc1,0.9%,-1.5%,-6.9%,40.8%,13.5%,
COc1cccc(NC(=O)COC(=O)CCC2CCCC2)c1,1.2%,nt,-17.1%,75.2%,11.0%,
CC(=O)C1=C(O)C(=O)N(CC#N)C1c1cccs1 (centres undefined),i,-3.8%,10.6%,-1.0%,5.8%,
Cn1c(=O)c2c(ncn2CC(=O)N2CCCCCC2)n(C)c1=O,0.1%,0.4%,-11.5%,-4.9%,0.2%,
CC(=NCc1ccco1)C1=C(O)c2ccccc2C1=O,i,9.8%,1.6%,?,22.9%,
O=c1[nH]c2ccccc2cc1CN(c1ccccc1)S(=O)(=O)c1ccccc1,0.7%,-3.9%,7.0%,14.7%,1.2%,
CN1c2ccc([N+](=O)[O-])cc2CC2(C(=O)NC(=O)N(c3ccccc3)C2=O)C1c1ccccc1 (centres undefined),4.9%,-2.1%,3.6%,75.8%,54.2%,
CSc1ncnc2[nH]ccc12,0.3%,nt,-17.4%,nt,nt,

# 3 records drawn at random from the list so far, as already listed:
SMILES,VEEV TC-83 Vero,Salmonella PhoP GFP,H1N1 NS1A inhibition,M. tuberculosis,H37Rv inhibition,others
COc1cc(Cl)c(C)cc1NC(=O)CSc1cc(Cl)ccc1Cl,0.0%,-5.7%,-0.8%,20.9%,0.7%,
CCN1/C(=C/c2ccc3cc(C)ccc3[n+]2C)Sc2ccc3sccc3c21,0.8%,nt,21.6%,nt,nt,
Cn1c(=O)c2c(ncn2CC(=O)N2CCCCCC2)n(C)c1=O,0.1%,0.4%,-11.5%,-4.9%,0.2%,

# Next section:
SMILES,VEEV TC-83 Vero,Salmonella PhoP GFP,H1N1 NS1A inhibition,M. tuberculosis,H37Rv inhibition,others
CCOc1ccc(CNC(=O)CCS(=O)(=O)Cc2ccc(C)cc2)cc1OC,i,-7.4%,-14.6%,-2.2%,-3.8%,
CNc1cccccc1=S,4.3%,-8.9%,-1.6%,-4.9%,98.9%,
O=c1c(Cc2ccccc2)c(O)ccn1Cc1ccco1,0.2%,3.7%,1.1%,-1.8%,-8.0%,
CCN1C(=O)CC(N2CCC(C(=O)OC)CC2)C1=O (centres undefined),0.5%,-9.3%,-4.5%,?,8.4%,
O=C(CN1CCOc2ccccc21)NCc1ccc(Cl)cc1,1.2%,13.5%,0.8%,9.6%,0.0%,
Cc1cc(C)cc(C(=O)NCC(=O)OCC(=O)N(C)c2ccccc2)c1,0.1%,7.1%,2.4%,6.5%,5.8%,
